Screening results as filed in PubChem.
TDP1 cell CPT: growth inhibition of DT40 Tdp1-/-;hTDP1 cells with camptothecin (screen for TDP1 inhibitors); chicken DT40 Tdp1-/-;hTDP1 cells + 20 nM CPT, ATP luminescence, 48 h; actives 12% (n = 420,000); Potency, µM (doses to about 46.2 µM), for the others: top-dose activity change, negative = growth inhibition, actives largely listed as inhibitors; note: nearly all actives have a fitted effect of over 55% in size
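Chicken DT40 Tdp1-/- cells complemented with human TDP1, 400 cells/well, exposed to compounds plus 20 nM camptothecin for at least 48 h at 37 C; viability read as ATP content by CellTiter-Glo luminescence.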
TDP1 cell noCPT: qHTS for Inhibitors of human tyrosyl-DNA phosphodiesterase 1 (TDP1): qHTS in cells in absence of CPT; DT40 Tdp1-/- hTDP1 cells, no CPT, ATP luminescence, 48 h; Potency, µM (series often up to 46.2 µM), without a hit: at the top dose activity change, negative = growth inhibition, hits mostly inhibitors; actives 15% (n = 420,000); note: nearly all actives have a fitted effect of over 55% in size
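Stably hTDP1-transfected Tdp1-null chicken DT40 cells were treated with library compounds minus camptothecin and grown for at least 48 hr at 37 °C, after which cellular ATP was quantified by luminescence.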
TDP1 block: inhibitors of human tyrosyl-DNA phosphodiesterase TDP1. Q9NUW8. recombinant TDP1, AlphaScreen DNA substrate cleavage. Potency, µM (top dose mostly 130 µM), for inactives: top-dose activity change, negative = inhibition, actives largely listed as inhibitors. actives 0.28% (n = 350,000). AID 485290; note: nearly all actives have a fitted effect of over 40% in size
Target sequence (Q9NUW8 whole entry, looked up): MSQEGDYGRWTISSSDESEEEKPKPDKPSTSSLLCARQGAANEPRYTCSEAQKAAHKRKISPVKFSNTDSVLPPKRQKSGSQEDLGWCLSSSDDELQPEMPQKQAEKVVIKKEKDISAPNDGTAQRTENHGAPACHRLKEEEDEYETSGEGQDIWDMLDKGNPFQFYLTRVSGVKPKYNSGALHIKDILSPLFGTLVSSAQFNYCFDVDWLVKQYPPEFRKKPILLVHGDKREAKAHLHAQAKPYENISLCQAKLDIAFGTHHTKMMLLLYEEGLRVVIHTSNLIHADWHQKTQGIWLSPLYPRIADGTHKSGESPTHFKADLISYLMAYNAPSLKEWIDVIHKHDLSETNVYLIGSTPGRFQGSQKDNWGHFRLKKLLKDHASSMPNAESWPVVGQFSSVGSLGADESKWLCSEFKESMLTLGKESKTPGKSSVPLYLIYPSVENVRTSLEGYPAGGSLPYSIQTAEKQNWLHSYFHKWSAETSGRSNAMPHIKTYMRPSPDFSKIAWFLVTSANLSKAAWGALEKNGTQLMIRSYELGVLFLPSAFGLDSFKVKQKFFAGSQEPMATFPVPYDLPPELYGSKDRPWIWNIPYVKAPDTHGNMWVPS
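Here, a 5' biotin and 3' phosphotyrosine-FITC DNA oligonucleotide reports Tdp1 activity: intact substrate bridges AlphaScreen beads, while cleavage leaves a 3' phosphate and drops signal. All incubations at room temperature.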
* = called active by the depositor; & = joins results of further samples; [ ] = another dose, or the depositor's remark. Calls come from the whole dose curve; as a rule, active = well fitted curve in the direction sought with a large enough effect; inconclusive = small, poorly fitted or top-dose-only effect, or another doubt; inactive = no such curve, though single readings can be large; an effect the other way counts as inactive or inconclusive. % is set by controls: 0 for no effect and ±100 for the full control effect; potency is the fitted concentration of half-maximal effect.

Screening CC(CCCC(C)(C)O)CC1C2=C(CCCC2=O)OC2=C1C(=O)CCC2 (stereo not given) returned TDP1 cell CPT -6%, TDP1 cell noCPT -10% and TDP1 block 5%.
Screening Cc1ccc(NC(=O)N2CC3CCCN3c3ccccc32)cc1Cl (stereo not given) returned TDP1 cell CPT inconclusive, TDP1 cell noCPT 16µM* and TDP1 block 13%.
Screening Cn1nccc1C(=O)Nc1ccccc1C(=O)O returned TDP1 cell CPT -23%, TDP1 cell noCPT inconclusive and TDP1 block 0%.
Screening COc1ccc(-c2csc(N(CC(C)C)C(=O)c3ccco3)n2)cc1 returned TDP1 cell CPT -22% and TDP1 cell noCPT inconclusive.
COc1ccccc1C(=O)N1CCC(N2CCN(c3ccccc3OC)CC2)CC1 was read as TDP1 cell CPT inconclusive, TDP1 cell noCPT inconclusive and TDP1 block -10%.
Screening NC(=O)C1CCN(C(=O)c2ccc(F)c(S(=O)(=O)N3CCOCC3)c2)CC1 returned TDP1 cell CPT 8%, TDP1 cell noCPT 1% and TDP1 block -2%[56.1 µM].
`COc1ccc(NC(=O)c2c(NC(=O)COc3ccccc3)sc3c2CCC(C)C3)cc1` (stereo not given) gave TDP1 cell CPT 1% and TDP1 cell noCPT -26%.
`C[C@@H]1CN([C@@H](C)CO)C(=O)c2cc(Br)cnc2O[C@@H]1CN(C)Cc1ccc(Oc2ccccc2)cc1` gave TDP1 cell CPT -1% and TDP1 cell noCPT 16µM*.
Cc1cccc(OCCCc2c(C)n[nH]c2C)c1 was read as TDP1 cell CPT -29%, TDP1 cell noCPT -16% and TDP1 block 0%.
`COc1cccc(OCC(O)CN2CCN(c3ccc(F)cc3)CC2)c1` (stereo not given) gave TDP1 cell CPT -13% and TDP1 cell noCPT -8%.
COc1cc(NC(=O)Cn2c(=O)n(CC(=O)NCCc3ccc(OC)c(OC)c3)c(=O)c3sccc32)cc(OC)c1 was read as TDP1 cell CPT -29%, TDP1 cell noCPT -26% and TDP1 block 5%.
Screening Cn1c(N)c(C(=O)CSc2nnc3n2CCCCC3)c(=O)n(C)c1=O returned TDP1 cell CPT 3%, TDP1 cell noCPT 1% and TDP1 block 1%.
Cc1ccc(OCCC(=O)OCC(=O)Nc2c(C)nn(-c3ccccc3)c2C)cc1 was read as TDP1 cell CPT 5% and TDP1 cell noCPT 7%.
`CCN(c1ccccc1)c1nc(=O)c2cccnc2s1` gave TDP1 cell CPT -17%, TDP1 cell noCPT -29% and TDP1 block -3%.
Screening COC(=O)c1c(NS(=O)(=O)Cc2ccccc2)sc2c1CCCC2 returned TDP1 cell CPT -10%, TDP1 cell noCPT -2% and TDP1 block 4%.
`COc1ccc(C)cc1S(=O)(=O)NC(C)C(=O)Nc1ccc2c(c1)OCO2` (stereo not given) gave TDP1 cell CPT 11%, TDP1 cell noCPT 8% and TDP1 block 2%.
CCOC(=O)c1ccccc1NC(=O)COC(=O)CN1C(=O)C2CC=CCC2C1=O (stereo not given) was read as TDP1 cell CPT inconclusive, TDP1 cell noCPT -11% and TDP1 block 4%[56.1 µM].
For Cc1ccc(NC(=O)CN2C(=O)NC3(CCCc4ccccc43)C2=O)c(Cl)c1 (stereo not given) the results were TDP1 cell CPT -23%, TDP1 cell noCPT inconclusive and TDP1 block -1%.
Screening Cc1ccccc1OCC(=O)NS(=O)(=O)c1ccc(Cl)cc1 returned TDP1 cell CPT 5%, TDP1 cell noCPT -3% and TDP1 block 1%.
For NS(=O)(=O)c1ccc(NC(=O)COC(=O)C2(c3ccccc3F)CCCC2)cc1 the results were TDP1 cell CPT inconclusive, TDP1 cell noCPT inconclusive and TDP1 block 3%.
COC(=O)c1cc(NC(=O)c2ccc(F)cc2)cc(C(=O)OC)c1 was read as TDP1 cell CPT 0%, TDP1 cell noCPT 0% and TDP1 block -8%.
`Cc1cc(C)c(NC(=O)CNC(=O)c2ccccc2OCc2c(C)noc2C)c(C)c1` gave TDP1 cell CPT -22%, TDP1 cell noCPT -26% and TDP1 block -3%[0.505 µM].
Screening O=C(Nc1ccccc1N1CCN(C(=O)c2ccccc2)CC1)c1ccco1 returned TDP1 cell CPT inconclusive and TDP1 cell noCPT inconclusive.
O=C(NC1CCCCC1)c1ccc(S(=O)(=O)N2CCCCC2)cc1 was read as TDP1 cell CPT 4%, TDP1 cell noCPT -30% and TDP1 block 0%.
`Cc1ccc2nc3c(c(C(=O)OCC(=O)N(C)C4CCS(=O)(=O)C4)c2c1)CCCC3` (stereo not given) gave TDP1 cell CPT inconclusive, TDP1 cell noCPT inconclusive and TDP1 block 8%.
O=C(Cn1nnc(-c2ccccc2F)n1)NCCc1ccccc1 was read as TDP1 cell CPT -3%, TDP1 cell noCPT -17% and TDP1 block 1%.
`COc1ccc(S(=O)(=O)N2CCCC2CNC(=O)C(=O)NC2CCCC2)cc1` (stereo not given) gave TDP1 cell CPT -16% and TDP1 cell noCPT inconclusive.
`Cc1onc(-c2c(Cl)cccc2Cl)c1C(=O)NCC1CCCO1` (stereo not given) gave TDP1 cell CPT inconclusive, TDP1 cell noCPT -13% and TDP1 block 1%.
`CCc1ccccc1NC(=S)N(CCN(C)C)Cc1cccs1` gave TDP1 cell CPT -11%, TDP1 cell noCPT -26% and TDP1 block 3%.
Screening COc1ccc2c(c1)c(=O)c(S(=O)(=O)c1ccccc1)cn2CC(=O)Nc1ccc(C)c(Cl)c1 returned TDP1 cell CPT inconclusive, TDP1 cell noCPT inconclusive and TDP1 block 4%.
For CC1=NN(C(C#N)c2c(C)nn(Cc3ccccc3)c2C)C(C)(C)C1 (stereo not given) the results were TDP1 cell CPT -4%, TDP1 cell noCPT 3% and TDP1 block 6%.
CCn1c(SCC(=O)Nc2ccc(C)cc2)nc2nc3c(cc2c1=O)COC(C)(C)C3 was read as TDP1 cell CPT -12%, TDP1 cell noCPT -22% and TDP1 block -3%.
`Cc1cc(/C=C(\C#N)C(=O)NCc2ccco2)c(C)n1C1CCCC1` gave TDP1 cell CPT -24%, TDP1 cell noCPT inconclusive and TDP1 block 8%.
`CSC1=NN(c2ccccc2)CN(c2ccccc2)N1C` gave TDP1 cell CPT 7% and TDP1 cell noCPT -25%.
`COc1ccccc1C(=O)NCCC(=O)NCC(c1ccco1)N1CCCCC1` (stereo not given) gave TDP1 cell CPT -8%, TDP1 cell noCPT -8% and TDP1 block -4%.
For O=C(c1ccc(Cl)cc1)N1CCN(C(=O)C2CCCCC2)CC1 the results were TDP1 cell CPT -1%, TDP1 cell noCPT -16% and TDP1 block -4%.
Cc1ccccc1Oc1ccc2c(c1)[C@@H]1C[C@H](N(C)C(=O)c3ccc(C#N)cc3)[C@H]([C@H](C)O)C(=O)N1CC2 was read as TDP1 cell CPT inconclusive and TDP1 cell noCPT inconclusive.
`Cc1ccc(NC(=S)NCCc2ccc(Cl)cc2)c(C)c1` gave TDP1 cell CPT inconclusive and TDP1 cell noCPT 18µM*.
For Cc1ccc(N2CC(C(=O)Nc3ccc(S(=O)(=O)Nc4nccs4)cc3)CC2=O)cc1C (stereo not given) the results were TDP1 cell CPT 5% and TDP1 cell noCPT -4%.
`CN(C(=O)CSc1nnc(-c2ccccc2F)o1)C1CCCCC1` gave TDP1 cell CPT -4%, TDP1 cell noCPT 1% and TDP1 block -1%.
CC(C)c1ccc(NC(=O)CCS(=O)(=O)c2ccc(Br)s2)cc1 was read as TDP1 cell CPT 18µM*, TDP1 cell noCPT 16µM* and TDP1 block -5%.
`COc1ccc(C(=O)C2CCN(C(=O)c3ccc(F)cc3)CC2)cc1` gave TDP1 cell CPT inconclusive and TDP1 cell noCPT inconclusive.
`NCC/C=C1/c2ccccc2CSc2ccccc21` gave TDP1 cell CPT 25µM*, TDP1 cell noCPT 35µM* and TDP1 block 9%[56.1 µM].
For O=C(NC1=NCCS1)c1ccc(C(F)(F)F)cc1 the results were TDP1 cell CPT -25% and TDP1 cell noCPT -4%.
CCOCCCNCc1ccc(OCCC(C)C)c(OC)c1 was read as TDP1 cell CPT 18%, TDP1 cell noCPT 2% and TDP1 block -7%.
CC(=O)c1ccc(N2CCN(S(=O)(=O)c3ccc(-c4cnc(C5CC5)o4)cc3)CC2)cc1 was read as TDP1 cell CPT 3.3µM*, TDP1 cell noCPT inconclusive and TDP1 block 0%&-9%.
`C=C(C)COc1ccc(-c2[nH]ncc2Oc2ccc(OC)cc2)c(O)c1` gave TDP1 cell CPT inconclusive and TDP1 cell noCPT inconclusive.
For CC(=O)N1C[C@H]2CON(C)[C@H]2C[C@H]1c1cccc(N2CCOCC2)c1 the results were TDP1 cell CPT -2% and TDP1 cell noCPT inconclusive.

Overlap with the part before: 6 compounds; new compounds follow.
`NCC/C=C1/c2ccccc2CSc2ccccc21` gave TDP1 cell CPT 25µM*, TDP1 cell noCPT 35µM* and TDP1 block 9%[56.1 µM].
For O=C(NC1=NCCS1)c1ccc(C(F)(F)F)cc1 the results were TDP1 cell CPT -25% and TDP1 cell noCPT -4%.
CCOCCCNCc1ccc(OCCC(C)C)c(OC)c1 was read as TDP1 cell CPT 18%, TDP1 cell noCPT 2% and TDP1 block -7%.
CC(=O)c1ccc(N2CCN(S(=O)(=O)c3ccc(-c4cnc(C5CC5)o4)cc3)CC2)cc1 was read as TDP1 cell CPT 3.3µM*, TDP1 cell noCPT inconclusive and TDP1 block 0%&-9%.
`C=C(C)COc1ccc(-c2[nH]ncc2Oc2ccc(OC)cc2)c(O)c1` gave TDP1 cell CPT inconclusive and TDP1 cell noCPT inconclusive.
For CC(=O)N1C[C@H]2CON(C)[C@H]2C[C@H]1c1cccc(N2CCOCC2)c1 the results were TDP1 cell CPT -2% and TDP1 cell noCPT inconclusive.
`CN1CCC[C@@H]1Cc1c[nH]c2ccc(CCS(=O)(=O)c3ccccc3)cc12` gave TDP1 cell CPT inconclusive and TDP1 cell noCPT inconclusive.
Screening O=C(NC1CC1)C1=C[C@H](c2coc3ccccc3c2=O)C[C@H](OCc2ccc(CO)cc2)O1 returned TDP1 cell CPT -14% and TDP1 cell noCPT -15%.
CS(=O)(=O)N(CCc1ccccc1)CC(=O)NCc1ccccc1Cl was read as TDP1 cell CPT -12%, TDP1 cell noCPT inconclusive and TDP1 block -4%.
Screening Cc1ccc(-n2ncc3c2CC(C)(C)CC3NC(=O)c2c(C)noc2C)cc1 (stereo not given) returned TDP1 cell CPT inconclusive, TDP1 cell noCPT inconclusive and TDP1 block 0%.
For Cc1c(N=Cc2c(O)n(C)c(=O)c3ccccc23)c(=O)n(-c2ccccc2)n1C the results were TDP1 cell CPT inconclusive, TDP1 cell noCPT inconclusive and TDP1 block 6%.
Screening O=C(NNC(=O)C1CCC1)c1ccc(F)cc1 returned TDP1 cell CPT 10% and TDP1 cell noCPT 0%.
CCCCN1C(=O)C(=O)N(CC(=O)N2CCN(c3ccccc3)CC2)C1=O was read as TDP1 cell CPT -19% and TDP1 cell noCPT inconclusive.
For OCc1nc(CO)n(Cc2ccccc2)n1 the results were TDP1 cell CPT 3%, TDP1 cell noCPT -2% and TDP1 block 3%.
`Cc1ccc(CNC(=O)C2CC(c3cccc(F)c3)=NO2)cc1` (stereo not given) gave TDP1 cell CPT 0%, TDP1 cell noCPT -12% and TDP1 block -4%.
Cc1ccccc1NC(=O)Cn1cnc2c(oc3nc4c(cc32)CCCC4)c1=O was read as TDP1 cell CPT inconclusive, TDP1 cell noCPT -12% and TDP1 block -18%.
For Cc1cc(=O)oc(C)c1C(=O)NCC(C)NC(=O)c1c(C)cc(=O)oc1C (stereo not given) the results were TDP1 cell CPT -16%, TDP1 cell noCPT -1% and TDP1 block 5%.
For CCOc1cc(S(=O)(=O)N2CCCC2)ccc1Cl the results were TDP1 cell CPT inconclusive, TDP1 cell noCPT -23% and TDP1 block 4%.
Screening CC(C)(C)OC(=O)C[C@@H]1C/C=C\C[C@H](CC(=O)NCCO)C(=O)NC[C@@H](c2ccccc2)OC1=O returned TDP1 cell CPT -9%, TDP1 cell noCPT -18% and TDP1 block 2%.
Screening CCC(=O)N1CCc2cc(Br)cc(S(=O)(=O)CC(=O)OC)c21 returned TDP1 cell CPT inconclusive, TDP1 cell noCPT -18% and TDP1 block 0%.
O=C(NC1CCCCC1)C(=O)c1c[nH]c2ccccc12 was read as TDP1 cell CPT -28%, TDP1 cell noCPT inconclusive and TDP1 block 3%.
COc1ccc(Cc2nc3ccc(C(=O)NCCc4ccc(Cl)cc4)cc3o2)cc1 was read as TDP1 cell CPT -29%, TDP1 cell noCPT inconclusive and TDP1 block 3%.

Compounds were not picked by outcome; overall some 18% were active at least once.
